AmpC detergent: AmpC beta-lactamase inhibition with detergent present; AmpC hydrolysis of nitrocefin, absorbance 480 nm, 0.01% Triton; Potency, µM (top dose mostly 114 µM), inactives show at the top dose activity change, negative = inhibition, most hits filed as inhibitors; 370,000 compounds, 0.041% hits;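 also: potency is read from the fitted curve at half-maximal effect; 0% = no-compound wells and -100% = no-enzyme wells; nearly all actives have a fitted effect of over 25% in size; some results filed as inactive show a strong effect at the top dose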
Target sequence (P00811 whole entry, looked up): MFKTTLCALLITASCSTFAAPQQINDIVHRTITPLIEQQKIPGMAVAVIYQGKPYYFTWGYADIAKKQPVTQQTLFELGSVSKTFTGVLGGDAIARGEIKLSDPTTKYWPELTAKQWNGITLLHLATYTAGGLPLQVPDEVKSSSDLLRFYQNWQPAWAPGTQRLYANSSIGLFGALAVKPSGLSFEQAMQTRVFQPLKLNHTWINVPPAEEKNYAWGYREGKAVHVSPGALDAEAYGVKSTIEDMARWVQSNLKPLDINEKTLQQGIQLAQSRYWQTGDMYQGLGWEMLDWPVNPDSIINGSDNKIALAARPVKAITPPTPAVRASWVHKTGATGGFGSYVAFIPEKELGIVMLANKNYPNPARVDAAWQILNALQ
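20 mM phosphate pH 7.0 + 0.01% (detergent screen) or 0.0001% Triton X-100; 5.3 nM AmpC reagent; cpd preinc 15 min RT; nitrocefin (800 uM stock) to start; A480 q20 s × 4 min; Activity was normalised to no-enzyme and no-compound control wells.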
Sm TGR block: blocks Schistosoma mansoni thioredoxin glutathione reductase. Potency, µM (series often up to 114 µM), without a hit: at the highest dose activity change, negative = inhibition, most hits filed as inhibitors. Q962Y6. 360,000 compounds, 3% hits. AID 485364. purified TGR, DTNB reduction, TNB absorbance 405 nm; also: potency is read from the fitted curve at half-maximal effect; nearly all actives have a fitted effect of over 60% in size
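TGR 20 nM + NADPH 100 uM (dispensed conc.), cpd preinc 15 min RT; start with NADPH (500 uM addition) then DTNB (15 mM addition). Kinetic TNB absorbance, 405 nm filter. Four-parameter Hill fit across titration.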
HCMV inh: human cytomegalovirus inhibition; activity change, negative = inhibition, % at 57.5 µM; HFF cells, HCMV-luciferase reporter, 72 h; active compounds read low; 410,000 compounds, 4.5% hits; in the data active = activity change below about -60%; inconclusive = no clear call, values can overlap the other calls; inactive = above about -39%
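Compounds were evaluated in HFFs infected with an HCMV luciferase reporter virus (MOI 1 PFU/cell). Luciferase in lysates collected 72 h post infection served as the replication measure.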
Giardia FBPA inh: inhibitors of Giardia lamblia fructose-1,6-bisphosphate aldolase; A8B2U2; purified Giardia FBPA; Potency, µM (top dose mostly 59.6 µM), for the others: top-dose activity, negative = inhibition, actives largely listed as inhibitors; 290,000 compounds, 0.71% hits; also: potency is read from the fitted curve at half-maximal effect; nearly all actives have a fitted effect of over 55% in size
Target sequence (A8B2U2 whole entry, looked up): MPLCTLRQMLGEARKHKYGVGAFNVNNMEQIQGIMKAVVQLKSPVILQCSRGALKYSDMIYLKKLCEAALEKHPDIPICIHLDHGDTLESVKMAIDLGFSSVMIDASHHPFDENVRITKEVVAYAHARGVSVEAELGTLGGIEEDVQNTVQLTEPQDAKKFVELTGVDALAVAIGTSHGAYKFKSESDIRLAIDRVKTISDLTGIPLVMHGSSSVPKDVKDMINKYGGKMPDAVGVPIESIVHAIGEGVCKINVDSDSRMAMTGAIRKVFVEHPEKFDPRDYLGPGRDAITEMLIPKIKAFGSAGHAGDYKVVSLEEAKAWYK
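40 nM FBPA preincubated 10 min at RT with compound (up to 57.5 uM final), then substrate plus GAPDH/TPI/NAD/arsenate coupling and diaphorase/resazurin added. Fluorescence read after 20 min at RT, 525/598 nm.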
HCV inh: inhibitors of hepatitis C virus infection | Huh7.5.1 HCVcc-Cre infection, luciferase reporter, 44 h | Potency, µM (series often up to 41.8 µM), inactives show at the top dose activity change, negative = inhibition, most hits filed as inhibitors | 340,000 compounds, 3.4% hits | AID 651820; also: potency is read from the fitted curve at half-maximal effect
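Seed cells (1,000/well) for 4 h; treat with compound and infect with HCVcc-Cre, moi about 0.5. Incubate 44 h, then detect luciferase activity.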
AMA1-RON2 inh: inhibitors of Plasmodium falciparum AMA1-RON2 interaction; AlphaScreen AMA1-biotinylated RON2 peptide binding; Potency, µM (series often up to 58.2 µM), for the others: at the top dose activity change, negative = inhibition, usual class: inhibitors; 360,000 compounds, 0.2% hits; AID 720542;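 also: potency is read from the fitted curve at half-maximal effect; 0% = vehicle wells and -100% = peptide control; nearly all actives have a fitted effect of over 45% in size; some results filed as inactive show a strong effect at the top dose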
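AMA1 (3D7) with his tag at 25 nM final met compounds first, then biotinylated RON2 peptide at 25 nM; detection used donor plus acceptor beads, 10 µg/mL apiece, read by AlphaScreen after 30 min at room temperature.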
Starred values were filed as active, the others as inactive; ? = inconclusive; · = not tested or not shown; & = joins results of further samples; [ ] = dose if it differs, or a comment. Unless noted, calls follow the shape of the dose curve; as a rule, active = well fitted curve in the direction sought with a large enough effect; inconclusive = small, poorly fitted or top-dose-only effect, or another doubt; inactive = no such curve, though single readings can be large; an effect the other way counts as inactive or inconclusive. Unless noted, % is scaled to controls: 0 for no effect and ±100 for the full control effect.

SMILES	AmpC detergent	Sm TGR block	HCMV inh	Giardia FBPA inh	HCV inh	AMA1-RON2 inh
CCN(CC)C(=O)CN(Cc1ccccc1)S(=O)(=O)c1ccc(F)cc1	?	5%	-18	0%	-1%	6%
COc1ccc(C(=O)C2CCCN(C(=O)c3noc4c3CCCC4)C2)cc1F (configuration not stated)	10%	6%	53	2%	-7%	-6%
Cc1cc(C)n(C(C)CC(=O)Nc2cccc(C#N)c2)n1 (configuration not stated)	-5%	-8%	-9	·	·	·
O=C(Cc1ccc(Cl)cc1)NC(=S)Nc1ccccc1O	-1%	-8%	-8	6%	6%	79%[activator]
CS(=O)(=O)c1ccc2nc(NC(=O)C3C4C=CC(C4)C3C(=O)O)sc2c1 (configuration not stated)	0%	-20%	9	2%	8%&-2%	-1%
CCCCn1c(=O)[nH]c(=O)c2c1nc(-c1ccc(-c3ccc(F)cc3)o1)n2C	?	?	-4	2%	27%	-5%
Cc1onc(-c2ccccc2Cl)c1C(=O)OCC(=O)N1CCC(C)CC1	·	·	-10	·	14%	-7%
O=C(Nc1ccc(NC(=O)C2CCCCC2)cn1)c1ccco1	?	0%	2	2%	17%	-10%
Cc1cccn2c(=O)c3cc(C(=O)N4COCC4(C)C)n(C)c3nc12	-12%	-21%	7	-4%	7%	-1%
COc1ccc(CC(=O)NCc2nnc(SCC(=O)Nc3ccccc3)n2C)cc1	0%	2%	-19	0%	-4%	-3%
Cc1ccc(SCCC(=O)Nc2ccc(Br)c(C)c2)cc1	?	-2%	-31	2%	22%	37%[activator]
O=C(CCN1CCOCC1)NCc1ccccc1	?	1%	5	?	13%	-3%
Cc1nc2sc(C(=O)OCC(=O)N3c4ccccc4CC3C)c(C)c2c(=O)[nH]1 (configuration not stated)	-6%	-4%	22	-1%	-17%	-16%
O=S(=O)(Nc1cccc(-c2ccc3nncn3n2)c1)c1ccccc1F	-15%	-7%	2	·	-15%	-5%
CC(C)N=C(N)N=C(N)Nc1ccc(Cl)cc1	4%	-20%	44	·	-13%	4%
CCC(C)(C)NC(=O)CN(C(=O)C(=O)Nc1ccc2c(c1)OCCO2)N1CCOCC1	-4%	-12%	7	1%	4%	9%
COc1ccc(NC(=O)CSc2nnc(Cc3cccn3C)n2-c2ccc(C)cc2)cc1OC	?	-11%	6	7%	·	-15%
COC(=O)Cn1nnc2c(cnn2-c2ccccc2)c1=O	5%	0%	40	7%	-2%	3%
CCc1ccc(S(=O)(=O)c2cn(CC(=O)Nc3ccc(F)c(Cl)c3)c3ccccc3c2=O)cc1	8%	-1%	16	·	·	·
COc1cccc2cc(CC(=O)c3ccc(C)cc3C)c(=O)oc12	1%	0%	-20	0%	-29%	-6%
Cc1c(C(=O)NCC2COc3ccccc3O2)oc2ccc(S(=O)(=O)N(C)C3CCCCC3)cc12 (configuration not stated)	-8%	-14%	-10	-3%	7%	-6%
CCOC(=O)C1CCN(C(=O)COc2ccc(S(=O)(=O)NC(C)C)cc2)CC1	5%	16%	29	-5%	-7%	-4%
CC1CCC(N(C(=O)c2csnn2)C(C(=O)NC(C)(C)C)c2cccnc2)CC1 (configuration not stated)	0%	-6%	?	-3%	18%	-8%
CS(=O)(=O)N(CC(=O)N1CCCCCC1)Cc1ccc(Cl)cc1	?	0%	25	-1%	-18%	-3%
N#Cc1nc(COc2ccccc2Cl)oc1N1CCCC1	2%	15%	-24	2%	-26%	?
COc1ccccc1Cn1nnc2c(=O)[nH]c(C3CCN(C(=O)c4ccc(C)cc4)CC3)nc21	-2%	0%	-18	1%	-11%	-1%
O=C1CC(=O)N(Cc2ccccc2)C(=S)N1	-8%	-23%	-15	-3%	16%	12%
Cc1cc(C)cc(OCC(=O)NNC(=O)c2cc(C)[nH]n2)c1	-18%	7%	50	1%	3%	23%
COc1cc(N2C(=O)c3ccccc3C2=O)c(Cl)cc1C(=O)OCC(=O)N(C)C	-7%	-6%	75	0%	15%	25%
CC(C)CC(=O)Nc1cccc(NC(=O)CC(C)C)n1	-9%	-1%	-2	4%	?	2%[2.32 µM]
COc1ccc2c(CSc3nc4nc(C)cc(C)n4n3)cc(=O)oc2c1	-10%	0%	-6	4%	-27%	0%
CN(CC(=O)NC1CC1)S(=O)(=O)c1cc(Cl)ccc1Cl	3%	0%	?	·	4%	-8%
CCNS(=O)(=O)c1ccc2c(c1)n(C)c(=O)n2C	-9%	5%	63	3%	3%	8%
CCOc1ccccc1CN1CCN(Cc2cccc3nonc23)CC1CCO (configuration not stated)	-2%	-10%	-36	11%	-6%	1%
CCS(=O)(=O)N1CCC(c2nc3ccccc3[nH]2)CC1	?	?	24	9%	2%	-6%
CCN(C1CCS(=O)(=O)C1)S(=O)(=O)c1ccc(OC)c(OC)c1 (configuration not stated)	-4%	-1%	-37	·	-2%	20%
CCOc1ccc(C(=O)NCC(=O)N2CCc3ccccc3C2)cc1OCC	3%	7%	-10	1%	-16%	-9%
O=C(COC(=O)c1ccc(Cl)cc1[N+](=O)[O-])NC(=O)c1ccccc1	?	?	-38	-2%	-4%	-15%
CCOc1ccc(S(=O)(=O)NCCC(=O)N2CC(C)CC(C)C2)cc1 (configuration not stated)	0%	-4%	-15	·	5%	-12%
COc1ccc(/C=N/NC(=O)OC(C)(C)C)cc1OC	0%	-3%	5	5%	11%	14%

Reprinted at random: 3 compounds from above, in no set order.
SMILES	AmpC detergent	Sm TGR block	HCMV inh	Giardia FBPA inh	HCV inh	AMA1-RON2 inh
CC1CCC(N(C(=O)c2csnn2)C(C(=O)NC(C)(C)C)c2cccnc2)CC1 (configuration not stated)	0%	-6%	?	-3%	18%	-8%
COc1cccc2cc(CC(=O)c3ccc(C)cc3C)c(=O)oc12	1%	0%	-20	0%	-29%	-6%
O=C(CCN1CCOCC1)NCc1ccccc1	?	1%	5	?	13%	-3%

Further structures:
SMILES	AmpC detergent	Sm TGR block	HCMV inh	Giardia FBPA inh	HCV inh	AMA1-RON2 inh
O=C1N[C@@H](Cc2ccccc2)C(=O)N2[C@@H]1C[C@]1(Br)c3ccccc3N(S(=O)(=O)c3ccccc3)[C@H]21	·	·	2	·	0%	-2%
CCOC(=O)C(=O)Nc1nc(-c2ccc3c(c2)CCN3C(=O)C2CC2)c(C)s1	3%	-5%	5	?	3%	34%[activator]
Cc1cc(C)c(S(=O)(=O)NC2CC(C)(C)NC(C)(C)C2)cc1Br	?	2%	46	-2%	?	-1%
COc1ccc(C(=O)NCC(=O)OCC(=O)NC(=O)c2ccc(C(C)(C)C)cc2)cc1OC	-13%	-8%	9	·	-3%	-10%
CC(Sc1nnc(-c2ccc(OC(F)F)cc2)n1N)C(=O)NCC1CCCO1 (configuration not stated)	0%	4%	-21	·	-20%	0%
CN(Cc1ccccc1)C(=O)c1[nH]cnc1C(=O)N[C@@H](CCCCNC(=O)OC(C)(C)C)C(=O)OC(C)(C)C	2%	-1%	·	?	-5%	113%[activator]
O=S(=O)(/N=C(/c1ccccc1)N1CCCCCC1)c1ccccc1	4%	17%	27	5%	-6%	12%
CSCCC(NC(=O)/C(=C/c1ccco1)NC(=O)c1ccco1)C(=O)O (configuration not stated)	·	·	-9	·	?	382%[activator]
COc1cccc(CNC(=O)CSc2nnc3c(n2)[nH]c2ccccc23)c1	2%	-1%	19	-20%	10µM*	-9%
CCN(CC)CCn1c(=N)n(CC(O)COc2cccc(C)c2)c2ccccc21 (configuration not stated)	-1%	9%	?	?	6.3µM*	-20%

Shown as labelled records: part of the list above
O=C1N[C@@H](Cc2ccccc2)C(=O)N2[C@@H]1C[C@]1(Br)c3ccccc3N(S(=O)(=O)c3ccccc3)[C@H]21
  AmpC detergent = · | Sm TGR block = · | HCMV inh = 2 | Giardia FBPA inh = · | HCV inh = 0% | AMA1-RON2 inh = -2%
CN(Cc1ccccc1)C(=O)c1[nH]cnc1C(=O)N[C@@H](CCCCNC(=O)OC(C)(C)C)C(=O)OC(C)(C)C
  AmpC detergent = 2% | Sm TGR block = -1% | HCMV inh = · | Giardia FBPA inh = ? | HCV inh = -5% | AMA1-RON2 inh = 113%[activator]

(listing goes on)
SMILES	AmpC detergent	Sm TGR block	HCMV inh	Giardia FBPA inh	HCV inh	AMA1-RON2 inh
O=C(CNC(=S)N(Cc1ccccc1)Cc1cccnc1)NCCc1ccccc1	-10%	-11%	-22	9%	-9%	?
O=C(NCc1ccc(F)cc1)c1ccc2c(c1)N(Cc1c(F)cccc1Cl)C(=O)CS2	0%	2%	-2	·	·	·
Cn1c(=O)n(C)c2cc(C(=O)O)ccc21	?	5%	?	-2%	15%	12%
COc1ccccc1CC(=O)NNS(=O)(=O)c1cccc([N+](=O)[O-])c1	-2%	-12%	-1	·	7%	-11%
NS(=O)(=O)c1ccc(Cl)cc1[N+](=O)[O-]	8%	-3%	7	-14%	3%	0%
COc1ccc(NC(=O)c2c[nH]n3c(=O)cc(C4CCN(C(=O)OC(C)(C)C)CC4)nc23)cc1Cl	-2%	1%	-7	-24%	8%	-8%
CCOC(=O)CSc1ccc(S(=O)(=O)N(CC)CC)cc1[N+](=O)[O-]	?	-2%	84	0%	0%	22%
C/C(=N\OCC(=O)Nn1c(C)nc2ccccc2c1=O)c1cccs1	-11%	1%	22	9%	-1%	42%[activator]
COc1ccc(S(=O)(=O)c2ccccc2)cc1NS(=O)(=O)c1cccc(C(=O)O)c1	-6%	-2%	0	·	4%	-10%
CCOC(=O)[C@H]1[C@H]2COc3ccc(Cl)cc3[C@@H]2N2C(=O)c3cc(C)ccc3NC(=O)[C@@]12C	-6%	0%	?	·	?	-15%
COC(=O)[C@H](CCSC)NC(=O)Cn1cnc2c(NCc3ccccc3)ncnc21	·	·	-12	·	35%[activator]	0%
CCOC(=O)CN1C=C(c2ccc3ccccc3n2)C(C[N+](=O)[O-])c2ccccc21 (configuration not stated)	-3%	-9%	·	?	-19%	3%
COC(=O)C1=NN(c2ccccc2OC)C2C(=O)N(c3ccccc3OC)C(=O)C12 (configuration not stated)	-14%	-21%	22	3%	3%	10%
O=C(Nc1ccccc1C(=O)N/N=C/c1ccc(O)cc1)c1ccccc1	5%	2%	19	-9%	12%	37%[activator]
Cc1cc(C(C)(C)C)cc(S(=O)(=O)NCCc2ccncc2)c1C	?	2%	-29	3%	-9%	33%[activator]

Complete entries as entered above. Order of values: AmpC detergent | Sm TGR block | HCMV inh | Giardia FBPA inh | HCV inh | AMA1-RON2 inh
Listed for O=C1N[C@@H](Cc2ccccc2)C(=O)N2[C@@H]1C[C@]1(Br)c3ccccc3N(S(=O)(=O)c3ccccc3)[C@H]21 : · | · | 2 | · | 0% | -2%
Listed for COC(=O)[C@H](CCSC)NC(=O)Cn1cnc2c(NCc3ccccc3)ncnc21 : · | · | -12 | · | 35%[activator] | 0%
Listed for Cc1ccc(SCCC(=O)Nc2ccc(Br)c(C)c2)cc1 : ? | -2% | -31 | 2% | 22% | 37%[activator]

Compound activity: PubChem, National Center for Advancing Translational Sciences (NCATS)

Hits appear at their usual frequency; any-hit rate near 9.3%.
